Screens (PubChem)
PGE2 EP2 inh – blocks the human prostaglandin E2 receptor EP2. P43116. C6 glioma cells expressing human EP2, cAMP TR-FRET; cells stimulated with saturating PGE2. inhibition, % at 25 µM. 0.52% of 260,000 active;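 active = percent inhibition above 40 after rounding to a whole number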;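 note: rat C6 glioma host cells with rolipram phosphodiesterase inhibitor present; the protocol text gives 20 µM as final concentration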
zVAD death inh – L929 zVAD cell death inhibition. L929 zVAD necroptosis rescue, ATP luminescence, 24 h; with zVAD 60 µM. viability rescue, % at 10 µM. 0.38% of 220,000 active. AID 1377;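 active = activation, scaled between plate controls, above about 75%, limit read from the data; inactive = activation under that limit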;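 note: 0% = zVAD with DMSO and 100% = DMSO alone without zVAD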
m-calpain inh – calpain II (pig) inhibition | purified calpain II, fluorogenic peptide substrate, 30 min | inhibition, % at 16 µM | 0.37% of 220,000 active;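 active = inhibition above about 50%, limit read from the data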
Tb hexokinase – T. brucei hexokinase 1 inhibition | recombinant TbHK1, G6PDH-coupled NADH A340 | inhibition, % at 10 µM | 0.11% of 220,000 active | AID 1430;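 active = inhibition of 50% or more in the single-dose primary screen; inactive = inhibition below 50%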
Hck Nef HTS – blocks Nef-activated human Hck kinase; P08631; Recombinant Hck-YEEI plus Nef, Z-Lyte FRET kinase assay; inhibition, % at 20 µM; 0.68% of 220,000 active;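 active = Hck-Nef kinase inhibition above about 50%, limit read from the data; inactive = inhibition below that limit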;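 note: 0% = DMSO with Hck plus Nef and 100% = Hck alone without Nef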
EP2 modulator – modulates human prostaglandin E2 receptor EP2 signaling | P43116 | 0.83% of 260,000 active | induction, % at 25 µM | EP2-expressing cells, cAMP HTRF FRET, PGE2 co-stimulation | AID 940;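 active = compounds whose cAMP rise, as percent of the full-agonist control response, exceeds 60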;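 note: rat C6 glioma line stably carrying human EP2 under a CMV promoter; the protocol text gives 20 µM as final concentration; 100% = response of wells given 1 µM PGE2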
eIF4E-4G inh – eIF4E/eIF4G interaction inhibition in translation initiation | inhibition, % at 21.7 µM | AID 782 | TR-FRET eIF4E-eIF4GI(517-606) binding, 2 h | 0.37% of 220,000 active;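 active = inhibition above about 30%, limit read from the data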;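 note: 0% = full FRET control wells and 100% = background wells lacking eIF4GI fragment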
14-3-3 Bad inh – disrupts binding of bovine 14-3-3 zeta to phospho-Bad peptide | 0.71% of 220,000 active | TR-FRET 14-3-3zeta/Dy647-pBad peptide displacement, 1 h | inhibition, % at 21.7 µM | P63103 | AID 781;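 active = inhibition above about 70%, limit read from the data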;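 note: 0% = full 14-3-3 plus peptide FRET controls and 100% = background without 14-3-3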
Rad51 HR inh – blocks human Rad51 in homologous recombination | inhibition, % at 10 µM | hRad51 DNA strand exchange, fluorescence dequenching | Q06609 | 0.085% of 200,000 active | AID 1385;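 active = inhibition above 40% at the single screening dose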;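 note: 0% = DMSO control wells and 100% = blanks with heterologous ssDNA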
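Test system – preformed human Rad51 ssDNA filaments · Reagent – Donor/quencher-labelled 47-bp dsDNA substrate · Incubation – 37 °C 15-min filament assembly, 30-min compound preincubation, 15-min exchange · Signal – FRET fluorescence dequenching, excitation 485 nm, emission 520 nm · Read-out – percent inhibition from fluorescence, normalised to plate control and blank means · Benchmarks – plate control and blank wells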
An asterisk follows results filed as active; i = inactive; . = not tested or not shown; & = joins results of further samples; [ ] = another dose, or the depositor's remark. This is a subset. The share of hits here may be higher or lower than overall.

SMILES	PGE2 EP2 inh	zVAD death inh	m-calpain inh	Tb hexokinase	Hck Nef HTS	EP2 modulator	eIF4E-4G inh	14-3-3 Bad inh	Rad51 HR inh
COC(=O)c1ccccc1NC(=O)NC1CCCC1	10	0.0	-52	-9	1	-11	1	-10	4
COc1ccc(OCC(=O)c2c[nH]c3ccccc23)cc1	11	9.4	-25	-4	24	-47	2	-10	6
O/N=C/c1cc(Br)cs1	11	-0.8	20	-4	6	-5	2	2	21
COc1ccc(CC(=O)Nc2cccc(-c3nnc(-c4ccco4)o3)c2)cc1	.	1.2	-32	2	-1	-26	-10	3	.
O=[N+]([O-])c1cccc(C=Nc2cc3c(cc2Br)OCCO3)c1	5	0.3	23	-4	0	7	2	3[fluorescence artefact?]	2
NC(=S)c1cc2ccc(O)cc2oc1=O	.	-0.2	-202	85*	19	55	-5	-1	.
COc1ccccc1Nc1nc(-c2ccc([N+](=O)[O-])cc2)nc2ccccc12	11	-0.2	.	0	4	.	.	.	-6
Cc1nn(-c2ccccc2)c2c1C(=O)NC(=O)C(C)(C)C2	17	0.0	-28	2	1	9	-9	2	8
COc1nc(N2CCCC2)nc(-n2nnc(C(C)=O)c2C)n1	15	4.8	-25	-6	20	2	1	2	9
OC1CCN(c2c3c(nc4cc(-c5cccc(F)c5)nn24)CCCC3)CC1	8	13	-9	-9	3	3	8	-11	-4
CCn1c(=O)cc(SCC(=O)Nc2cccnc2)c2ccccc21	13	1.1	-6	-12	1	22	2	2	2
CCOC(=O)N1CCN(c2cc(N3CCN(CC)CC3)c(F)cc2[N+](=O)[O-])CC1C (stereo not given)	5	-0.2	12	-18	0	-29	0	9	-4
CC(=O)c1cc(C#N)c(SCC(=O)OC(C)(C)C)nc1C	10	0.8	8	-3	1	40	1	2	6
O=C(COc1ccc(/C=N/NC(=O)c2ccccc2O)cc1)Nc1ccc([N+](=O)[O-])cc1	12	2.2	-101	-9	6	5	-5	44[fluorescence artefact?]	-7
Cc1ccc(-n2nc3cc(C)c(NC(=O)c4cccnc4)cc3n2)cc1	10	0.2	-64	2	6	-7	2[fluorescence artefact?]	8	-1
COc1ccc(Nc2nc(-c3ccccc3)c3ccccc3n2)cc1	9	-0.6	35	-8	1	56	3	-2	6
Cc1cc(NC(=O)CSc2nnnn2-c2ccc(C)c(C)c2)no1	20&8	5.0	-20	4	20	-3&-7	-5	-16	14
O=C(Cc1ccccc1)NCCC1=CCCCC1	6	.	-5	-1	-10	43	0	-9	.
O=C(c1cccc(OC(F)F)c1)N1CCN(c2ncccn2)CC1	2	-0.2	-23	0	0	-2	-1	-1	7
CCOC(=O)C(C)(C)N(Cc1ccccc1C)S(=O)(=O)c1ccc(Cl)c([N+](=O)[O-])c1	8	.	-17	-1	-2	58	-2[fluorescence artefact?]	6	.
CC(C)(C)c1ccc(C(CC(=O)O)NC(=O)CSc2ccccc2)cc1 (stereo not given)	8	0.8	-18	0	-8	42	1	23	-16
COc1ccc(N2CCN(C(=O)Cn3cnc4c(cnn4-c4ccc(C)cc4)c3=O)CC2)cc1	12&1	-1.1	20	0	7	10&-4	-5	1	-2
CN(C)CC#Cc1cncc(C(=O)NNC(=O)Nc2ccc(Cl)cc2)c1	12	-0.3	10	-10	-7	-14	-2	-9	14
COc1cc(O)c(CCO)c2c1C(=O)C[C@@H](C)O2	12	0.7	-4	-49	10	0	2	10	-5
C/C(=N\Nc1nc(N2CCCCC2)nc(N2CCOCC2)n1)c1cccs1	7	18	11	-17	10	9	-2	-5	-4
Cc1csc(=Nc2ccc(S(=O)(=O)N3CCOCC3)cc2)n1Cc1ccco1	12	0.4	-16	-15	1	-3	-2	41	0
CC(C)C(C(=O)Nc1cccnc1)N1C(=O)c2ccccc2C1=O (stereo not given)	3	0.5	1	7	0	20	3	-11	3
C=CCSc1nnc(Cc2c(C)[nH]c3ccccc23)o1	4	-0.9	18	-1	3	8	4	-7[fluorescence artefact?]	-9
COc1cc(C)nc(NS(=O)(=O)c2ccccc2)n1	20	-0.1	5	0	0	-1	2	-9	1
COCCCNC(=O)C1CCCN(C(=O)Nc2ccc(OC)cc2)C1 (stereo not given)	6	-0.3	8	-2	1	-7	-1[fluorescence artefact?]	2[fluorescence artefact?]	-4
CCc1cccc2c(C(=O)C(F)(F)F)cn(CC(=O)NCC3CCCO3)c12 (stereo not given)	5	0.5	-1	-11	-12	10	1	-14	-86
CCN(CC)S(=O)(=O)c1csc(C(=O)NC2CCCCC2)c1	10&11	0.0	7	6	0	5&-26	0	-10	4
CC(C)(Nc1ccccc1)C(=O)c1ccccc1	2	0.2	21	4	-1	16	-19	3[fluorescence artefact?]	14
C=CCNC(=S)NNC(=O)c1ccc(OCC)cc1	.	0.0	13	-2	-1	-10	-2[fluorescence artefact?]	-8[fluorescence artefact?]	.
CN1c2ccsc2C(=O)/C(=C\Nc2cccc(C(F)(F)F)c2)S1(=O)=O	1	-0.3	-14	-7	-10	-20	-2	4	13
CCOC(=O)c1cnc(-n2nc(C)cc2C)nc1Nc1ccc(N(C)C)cc1	7	0.6	15	-14	-1	62*	-3[fluorescence artefact?]	8	-1
COc1ccc(CSc2nncn2N)cc1[N+](=O)[O-]	12	0.4	-16	28	2	31	-4	-18[fluorescence artefact?]	.
Cc1cccc(NC(=O)CN(C)S(=O)(=O)c2ccc(Cl)cc2)n1	3	1.9	-4	3	1	-17	-3	-2	0
CCOc1ccc(S(=O)(=O)n2ccnc2)c2ccccc12	16	1.0	-4	-1	0	23	-3	-3	4
CCCOc1ccc(C2C(C#N)=C(N)Oc3nc[nH]c(=O)c32)cc1OC (stereo not given)	8	0.0	-10	25	1	-10	0	-8[fluorescence artefact?]	-6
Cc1ccnc2c(N3C(=O)C4C5c6ccccc6C(c6ccccc65)C4C3=O)cccc12 (stereo not given)	9	-0.3	-4	-7	1	-16	0	-1	2
CCOC(=O)c1ccc(NC(=O)NC2CCN(CC(=O)NCc3ccc4c(c3)OCO4)CC2)cc1	8	2.4	13	10	-2	-23	-13	-6	0
O=C(NCc1ccco1)C1CCN(Cc2ccc(F)cc2)CC1	14	0.1	-3	0	-9	19	-8[fluorescence artefact?]	80*	16
NC(=O)C1CCN(c2ccnc3cc(Cl)ccc23)CC1	4	0.5	-12	-14	-2	-34	1	-4	.
O=C(c1cc2ccccc2oc1=O)N(c1ccccc1)C1C=CS(=O)(=O)C1 (stereo not given)	3	0.5	-10	-11	2	-8	-3	7[fluorescence artefact?]	-9
CCCCCCCC(O)CC(CC1CCCCC1)C(=O)NN (stereo not given)	6	0.1	3	8	5	-16	6[fluorescence artefact?]	-3[fluorescence artefact?]	-15
COc1ccc(CCN=C(N)NS(=O)(=O)c2ccc(C)c(C)c2)cc1	12	5.0	-23	-4	22	4	-1	-12	2
C(=N\Nc1nc2ccccc2s1)/c1ccc2c(c1)OCO2	7	12	-7	-18	-1	14	-1	3	-5
CCNS(=O)(=O)c1ccc(NC(=O)c2cncc(Br)c2)cc1	4	0.9	0	31	4	-7	-2[fluorescence artefact?]	-11	0
CC1S/C(=N/N=C/c2cccc([N+](=O)[O-])c2)NC1=O (stereo not given)	7	-0.5	0	-9	22	31	-4	-3	.
NC(=O)c1ccc(NC(=O)c2cccc(Oc3ccccc3)c2)cc1	22	3.0	-44	-6	20	-13	1	2	0
CC(C)c1ccc(NC(=S)N2CCN(Cc3ccccc3)CC2)cc1	6	22	24	3	17	-20	1	-21	2
CN(C)c1ccc(NC(N)=S)cc1	7	1.2	-18	5	7	7	-6	10[fluorescence artefact?]	.
COc1ccc(C(C(=O)NC(C)(C)C)N(Cc2ccc(C)cc2)C(=O)CCC(=O)Nc2cc(C)on2)cc1 (stereo not given)	2	0.3	-29	-10	10	44	0	-7	.
CCOc1ccc(N2CCc3c(C)nc(SC)nc32)cc1	8	1.6	-20	-3	22	19	2	-8	8
Cc1cccc(N(C(=O)c2cnc3n(c2=O)CCS3)C2CCCCC2)c1	10	-0.8	24	6	5	9	1	-5	0
Cc1cccc(C2(c3cccc(C)c3)OC(=O)c3ccccc32)c1	1	0.6	0	10	-3	38	3	5	4
O=C(O)CC(NC(=S)NCc1ccccc1)C(=O)O (stereo not given)	7	-1.1	8	-1	2	-5	-8	0	-8
O=C(CCCN1C(=O)c2cccc3cccc(c23)C1=O)Nc1nccs1	6	0.6	-22	-22	30	7	-6	28	20
CCC(Oc1ccccc1)C(=O)NCc1cccnc1 (stereo not given)	7	-0.2	-22	5	7	5	4	-2[fluorescence artefact?]	7

Of the compounds above, these contain a thiophene ring, fused or not:
SMILES	PGE2 EP2 inh	zVAD death inh	m-calpain inh	Tb hexokinase	Hck Nef HTS	EP2 modulator	eIF4E-4G inh	14-3-3 Bad inh	Rad51 HR inh
O/N=C/c1cc(Br)cs1	11	-0.8	20	-4	6	-5	2	2	21
C/C(=N\Nc1nc(N2CCCCC2)nc(N2CCOCC2)n1)c1cccs1	7	18	11	-17	10	9	-2	-5	-4
CCN(CC)S(=O)(=O)c1csc(C(=O)NC2CCCCC2)c1	10&11	0.0	7	6	0	5&-26	0	-10	4
CN1c2ccsc2C(=O)/C(=C\Nc2cccc(C(F)(F)F)c2)S1(=O)=O	1	-0.3	-14	-7	-10	-20	-2	4	13

Remaining list, next part.
SMILES	PGE2 EP2 inh	zVAD death inh	m-calpain inh	Tb hexokinase	Hck Nef HTS	EP2 modulator	eIF4E-4G inh	14-3-3 Bad inh	Rad51 HR inh
Cn1c(N)c(C(=O)COC(=O)CC(NC(=O)c2ccccc2Cl)c2ccccc2)c(=O)n(C)c1=O (stereo not given)	8	0.8	-9	-5	23	-6	4	-8	9
CC(=O)Nc1nc(CC(C)C)cc(-c2ccccc2)c1C#N	14	-0.7	-8	-11	5	-16	2	-12	-5
Cc1ccc(C)c(OC(=O)c2ccncc2)c1	9	0.9	19	4	3	29	-8[fluorescence artefact?]	-10[fluorescence artefact?]	2
C=CCN1C=C2C(=O)C(C)(OC(=O)CC)C(=O)C=C2C=C1CCCC (stereo not given)	7	1.7	-21	-51	20	1	97*	-7	-5
O=C(NNC1OC(CO)C(O)C(O)C1O)c1cccc(Br)c1 (stereo not given)	8	1.1	15	6	-22	3	-2	-7	0
COc1ccccc1C1C=C(c2ccc(Cl)cc2)Nc2nc(NS(C)(=O)=O)nn21 (stereo not given)	5	-0.1	i	-4	0	12	8	-7	-15
O=c1c2cc(-c3ccccc3)sc2nc2n1CCC2	6	3.5	-28	-12	16	-28	4	1	-1
CSc1nc2cc(C)nn2c(-c2ccccc2)c1C#N	8	-0.5	10	-7	3	12	-2	94*	-11
O=C(Nc1ccc2c(c1)OCO2)N1CCN(c2cccc(C(F)(F)F)c2)CC1	6	0.7	20	-2	6	-30	-1	-14	5
CC(C)c1ccc(NC(=O)C(c2ccccc2)N2CC(=O)Nc3ccccc32)cc1 (stereo not given)	.	-0.2	0	-12	-4	23	1[fluorescence artefact?]	-1	.
Nc1cccc(Oc2c(F)c(F)c(Oc3cccc(N)c3)c(F)c2F)c1	10	-0.5	18	5	15	-51	1	-1	18
CCCCN1C(=O)N(C)C2C1N(C)C(=O)N2CCCC (stereo not given)	7	-0.4	3	-2	5	12	-3	12	-4
COc1ccc(C2/C=C\CN(C(=O)Oc3ccccc3)CC(=O)N2Cc2ccc(F)cc2)cc1 (stereo not given)	9	-0.5	6	-7	20	30	-1	3	9
CCOC(=O)c1c(-c2ccc(C)s2)csc1N	9	0.6	11	9	2	38	5	17	7
